Bioassay records (PubChem BioAssay)
USP1-UAF1 inh – blocks the human USP1/UAF1 deubiquitinase complex; O94782; recombinant USP1/UAF1, Ub-Rhodamine cleavage fluorescence; AID 743255; 390,000 compounds, 0.23% hits; Potency, µM (highest dose often 57.1 µM), without a hit: at the highest dose activity change, negative = inhibition, most hits filed as inhibitors; further: on the % scale 0 is the no-effect control and ±100 the full control effect; nearly all actives have a fitted effect of over 60% in size; inactives centre near -12
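Step one: compound is pinned into 1nM USP1/UAF1 in HEPES pH 7.8 buffer with TCEP. Step two: 15 min room-temperature incubation. Step three: Ub-Rho (150nM final) starts cleavage, tracked by fluorescence over six one-minute reads.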
TrxR1 substrate – substrates of rat thioredoxin reductase 1 | O89049 | purified TrxR1 substrate turnover, NADPH consumption readout | Potency, µM (titrated, usually from 114 µM), without a hit: at the highest dose activity change, negative = substrate turnover | 390,000 compounds, 0.01% hits; further: on the % scale 0 is the no-effect control and ±100 the full control effect; nearly all actives have a fitted effect of over 50% in size
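Rat TrxR1, dispensed at 90 nM, was prereduced with 400 uM NADPH (final) for 5 min at ~22 deg C, then incubated with compound 15 min before 400 uM selenite. A first-read NADPH fluorescence drop versus no-compound background flagged substrates.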
Vif-A3F inh – inhibitors of Vif-A3F interaction; HeLa A3F-eYFP + Vif (tagged APOBEC3F with the HIV-1 protein that degrades it), YFP fluorescence increase; Potency, µM (doses to about 46.1 µM), for the others: top-dose activity, negative = active; 390,000 compounds, 0.2% hits; further: % of control where 0% means no effect; nearly all actives have a fitted effect of over 65% in size
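Fluorescence increase (Ex 488/Em 500-530) after overnight compound treatment at 37 deg C flags inhibition of Vif-driven A3F-eYFP loss in stable HeLa A3F-eYFP/Vif cells seeded overnight beforehand.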
TrxR1 inh – inhibitors of rat thioredoxin reductase 1; recombinant rTrxR1, NADPH fluorescence consumption, selenite substrate; Potency, µM (series often up to 114 µM), for inactives: at the top dose activity change, negative = inhibition, most hits filed as inhibitors; AID 588453; O89049; 390,000 compounds, 1% hits; further: on the % scale 0 is the no-effect control and ±100 the full control effect; nearly all actives have a fitted effect of over 65% in size
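Rat TrxR1 (90 nM in the dispensed reagent) was pre-reduced with 400 uM NADPH for 5 min at room temperature, then incubated with compound for 15 min. After 400 uM selenite was added, NADPH fluorescence (Ex 340/Em 450 nm) was followed for 8 min.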
ALOX12 inh – inhibitors of human 12S-lipoxygenase ALOX12; P18054; purified 12hLO, xylenol orange hydroperoxide absorbance; Potency, µM (doses to about 108 µM), for the others: at the top dose activity change, negative = inhibition, hits mostly inhibitors; 580,000 compounds, 1.1% hits; AID 1671190; further: on the % scale 0 is the no-effect control and ±100 the full control effect
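Purified human 12hLO (150 nM final) in 25 mM Hepes, 0.01% Triton X-100, pH 7.0 was preincubated 15 min at room temperature with compound. Then 40 uM arachidonic acid was added, 30 min. Hydroperoxide was read by Fe-XO absorbance ratio 573/405 nm.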
RXFP1 agonist – RXFP1 (human) receptor agonism. Q9HBX9. HEK293T-RXFP1 cAMP TR-FRET, 30 min; response scale: percent of porcine relaxin response, buffer zero. Potency, µM (top dose mostly 57.5 µM), inactives show top-dose activation, actives largely listed as activators. 370,000 compounds, 0.3% hits. AID 2676; further: on the % scale 0 is the no-effect control and ±100 the full control effect; nearly all actives have a fitted effect of over 60% in size; many of its hits are not listed in these tables
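cAMP rise read by TR-FRET after 30 min, 37C compound exposure (up to 58 uM) in RXFP1-transfected HEK293 cells with Ro 20174 present. EC50 from Hill-equation fits, with 29 nM porcine relaxin as 100% and buffer as basal.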
RGS4 inhibitor – inhibitors of human regulator of G protein signaling 4; P49798; Transcreener GDP fluorescence polarization, RGS4-accelerated GTP hydrolysis; Potency, µM (highest dose often 114 µM), for the others: at the highest dose activity change, negative = inhibition, usual class: inhibitors; 390,000 compounds, 0.039% hits; AID 504845; further: on the % scale 0 is the no-effect control and ±100 the full control effect; nearly all actives have a fitted effect of over 75% in size; some results filed as inactive show a strong effect at the top dose
Target sequence (P49798 whole entry, looked up): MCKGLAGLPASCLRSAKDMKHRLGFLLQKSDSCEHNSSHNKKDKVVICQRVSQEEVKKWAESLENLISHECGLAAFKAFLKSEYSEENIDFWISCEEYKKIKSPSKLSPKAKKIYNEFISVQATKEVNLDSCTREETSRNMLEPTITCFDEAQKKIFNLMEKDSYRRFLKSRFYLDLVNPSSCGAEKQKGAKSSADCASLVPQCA
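MLSMR compounds (23 nl, pin-transferred) preincubated 10 min at room temperature with a 500nM (2x) first reagent, then RGS4 at 900nM (2x) plus Transcreener GDP mix added; fluorescence polarization (620/688 nm) read before and after 90 min at 30 °C.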
mIDH1 inhibitor – inhibitors of human mutant IDH1 R132H; O75874; IDH1-R132H enzyme, NADPH consumption, diaphorase/resazurin fluorescence; 390,000 compounds, 0.093% hits; Potency, µM (highest dose often 76.6 µM), without a hit: top-dose activity change, negative = inhibition, usual class: inhibitors; further: on the % scale 0 is the no-effect control and ±100 the full control effect; nearly all actives have a fitted effect of over 65% in size
Target sequence (O75874 whole entry R132H, stated change not applied): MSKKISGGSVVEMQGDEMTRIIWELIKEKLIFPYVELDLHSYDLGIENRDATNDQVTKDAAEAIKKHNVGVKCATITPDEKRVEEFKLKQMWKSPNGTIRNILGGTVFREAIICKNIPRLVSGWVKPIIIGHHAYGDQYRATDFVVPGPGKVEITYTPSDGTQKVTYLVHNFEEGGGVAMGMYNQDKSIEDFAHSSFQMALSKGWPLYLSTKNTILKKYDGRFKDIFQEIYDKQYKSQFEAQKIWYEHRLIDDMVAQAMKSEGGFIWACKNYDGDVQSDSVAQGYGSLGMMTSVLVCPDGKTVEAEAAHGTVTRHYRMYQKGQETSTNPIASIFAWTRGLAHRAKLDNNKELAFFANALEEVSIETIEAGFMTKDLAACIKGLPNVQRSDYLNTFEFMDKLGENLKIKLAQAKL
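IDH1-R132H (0.5 ug/mL dispensed) in pH 7.5 Tris buffer was preincubated 30 min with compound, then given a substrate mix of 0.016 mM NADPH and 2 mM alpha-KG for 80 min at room temperature; remaining NADPH was read by diaphorase/resazurin fluorescence.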
Vif-A3G inh – blocks the Vif interaction with human APOBEC3G; 410,000 compounds, 0.076% hits; Potency, µM (highest dose often 46.1 µM), for inactives: top-dose activity, negative = active, most hits filed as inhibitors; HeLa A3G-eYFP + Vif (tagged APOBEC3G with the HIV-1 protein that degrades it), YFP fluorescence, overnight; Q9HC16;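 further: on the % scale 0 is the no-effect control and ±100 the full control effect; nearly all actives have a fitted effect of over 60% in size; hits raise eYFP signal because A3G escapes Vif-driven loss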
Target sequence (Q9HC16 whole entry, looked up): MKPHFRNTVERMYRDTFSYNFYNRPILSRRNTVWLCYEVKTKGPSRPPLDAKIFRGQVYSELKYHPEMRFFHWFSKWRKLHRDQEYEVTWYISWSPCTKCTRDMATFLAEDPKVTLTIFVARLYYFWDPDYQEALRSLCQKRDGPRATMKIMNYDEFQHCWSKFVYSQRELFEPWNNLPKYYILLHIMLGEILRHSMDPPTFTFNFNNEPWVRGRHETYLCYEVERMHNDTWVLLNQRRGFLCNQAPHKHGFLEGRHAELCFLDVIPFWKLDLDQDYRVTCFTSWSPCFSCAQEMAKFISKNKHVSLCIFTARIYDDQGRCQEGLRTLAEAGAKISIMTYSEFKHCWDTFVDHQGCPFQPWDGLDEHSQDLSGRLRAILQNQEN
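Read-out is eYFP fluorescence (Ex 488/Em 500-530) from Vif-expressing HeLa A3G-eYFP cells; more signal means A3G escaped Vif-mediated degradation. Cells plated overnight, compound pinned in, incubated overnight at 37 deg C.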
Active calls of the source: *; u = inconclusive; x = no result given; [ ] = another dose, or the depositor's remark. The call rests on the fitted dose curve; in most records, active means well fitted curve in the direction sought with a large enough effect; inconclusive means small, poorly fitted or top-dose-only effect, or another doubt; inactive means no such curve, though single readings can be large; an effect the other way counts as inactive or inconclusive. Potency means the concentration at half of the fitted maximal effect. The list is partial; the hit share may differ from the screen's.

Screens in order – USP1-UAF1 inh | TrxR1 substrate | Vif-A3F inh | TrxR1 inh | ALOX12 inh | RXFP1 agonist | RGS4 inhibitor | mIDH1 inhibitor | Vif-A3G inh
- CCCN=C1N(C)C[C@@H]2[C@@H]3C(=O)N(Cc4ccccc4)C(=O)[C@@H]3[C@](C)(C(=O)OC)N12
  -19% | 1% | 2% | 13% | x | x | 0% | 6%[38.3 µM] | 0%
- Cc1cccc(COc2ccccc2C(=O)OCC(=O)N(C)c2c(N)n(Cc3ccccc3)c(=O)[nH]c2=O)c1
  -6% | -5% | -25% | 7% | -8% | -2.0% | -2% | -3% | -8%
- Clc1ccc(-c2nnc(-c3ccc(Br)cc3)c(N3CCSCC3)n2)cc1
  -19% | 2% | -1% | 7% | -3% | 2.3% | 14% | 2% | -5%
- CC1CCCCN1C(=O)Cn1c(=O)n(C2CCCCC2)c(=O)c2ccccc21 (stereo not given)
  8% | 17%[57.1 µM] | -3% | 27%[57.1 µM] | 0% | 1.2% | 9% | -1% | 2%
- O=S(=O)(NCC(c1ccco1)N1CCOCC1)c1ccc(Br)cc1 (stereo not given)
  -8% | -4%[57.1 µM] | 2% | -1%[57.1 µM] | u | 1.3% | -1% | -22% | 0%
- COc1ccc(Cl)cc1S(=O)(=O)NC(C)C(=O)NCc1cccnc1 (stereo not given)
  -14% | 8%[57.1 µM] | -12% | 16%[57.1 µM] | -14% | -0.3% | -11% | 2% | -1%
- Cc1ccc(CCNC(=O)c2cc(-c3ccncc3)nc3ccc(S(=O)(=O)N4CCOCC4)cc23)cc1
  -1% | -2% | -2% | 19% | -2% | 2.5% | 12% | 5% | 1%
- CCCCCCN1CC(=O)N2Cc3[nH]c4ccccc4c3C[C@H]2C1=O
  -24% | 0% | -4% | 9% | 3% | 0.1% | -7% | 1% | -6%
- Cc1cc(C)nc(SCC(=O)O)n1
  -12% | -5% | 9% | 8% | -5% | 1.9% | -5% | 1% | 1%
- COc1ccc(CCN=C(N)NS(=O)(=O)c2cccs2)cc1OC
  8% | 4%[57.1 µM] | 1% | 16%[57.1 µM] | -11% | 3.4% | 10% | 11% | 1%
- COc1ccc(/C=C2/SC(=S)N(CCCC(=O)Nc3ccc(O)cc3)C2=O)cc1
  -15% | 4%[57.1 µM] | u | 19%[57.1 µM] | -25% | -2.1% | -4%[56.9 µM] | -5% | -16%
- CCCN1C(=O)COc2ccc(C(=O)c3ccccc3C(=O)O)cc21
  -24% | 4%[57.1 µM] | -1% | 8%[57.1 µM] | -11% | -0.1% | -2% | 8% | 3%
- COCC(C)NC(=O)CSc1nc2cc(S(=O)(=O)N3CCCCC3)ccc2o1 (stereo not given)
  -21% | -1% | 6% | 1% | 2% | 1.0% | 0% | 13% | -1%
- Nc1nc[nH]c(=O)c1N=Cc1ccccc1
  -30% | 13% | -3% | 5% | 2% | 0.3% | 9% | -1% | -1%
- Cc1ccccc1NC(=O)NCCCN1CCN(c2ccccc2)CC1
  -1% | -2%[57.1 µM] | -6% | 6%[57.1 µM] | u | 0.0% | 36% | -1% | 0%
- Cc1ccc(S(=O)(=O)N2CCCCC2)cc1NC(=O)COC(=O)Cc1cccc2ccccc12
  -14% | 5% | -11% | 10%[57.1 µM] | 7% | -1.5% | u | 20% | -2%
- CCc1ccc(-c2cn(C3CCCCC3)c(=S)[nH]2)cc1
  -17% | 22%[57.1 µM] | u | 9%[57.1 µM] | 20µM* | 3.5% | -15% | 6% | 1%
- Cc1cccn2cc(CCNS(=O)(=O)c3cccs3)nc12
  3% | -2% | 8% | 0% | -19% | 8.7% | -9% | -7% | 0%
- Cc1ccc(-c2cc(C(=O)N3CCN(c4ccccc4O)CC3)c3ccccc3n2)cc1
  -16% | -3% | -15% | -3% | u | -3.1% | 18% | 1% | 0%
- COc1cc(-c2nnc(-c3ccc(S(=O)(=O)c4ccccc4)cc3)o2)cc(OC)c1OC
  -12% | 162%[activator] | -5% | 116%[activator] | u | 11% | 16% | -1% | -1%
- COc1ccc(/C=C/C(=O)NC(=S)Nc2ccc(Br)cn2)cc1
  -11% | 0% | -2% | 18% | 0% | -1.8% | 11%[56.9 µM] | 10% | 3%
- CCOCCCN(CCC#N)C(=O)C1CCN(S(=O)(=O)c2ccc(-n3cnnn3)cc2)CC1
  -7% | 3%[57.1 µM] | -3% | -12%[0.0914 µM] | -14% | 0.1% | -8% | 1% | 0%
- Nn1cnc2scc(-c3cccs3)c2c1=O
  -20% | -1%[57.1 µM] | 9% | 0%[57.1 µM] | -11% | 4.5% | -14% | -1% | -4%
- CCCCn1c(N)c(N(CCOC)C(=O)COC(=O)CCOc2ccccc2)c(=O)[nH]c1=O
  -14% | 3% | -13% | -1% | 5% | -0.6% | 22% | 5% | 3%
- Cc1ccc(C(=O)Nc2ccc(C(=O)OCc3cc(=O)n4ccsc4n3)cc2)cc1
  u | -2%[57.1 µM] | 9% | 7%[57.1 µM] | -17% | 1.5% | u | -7% | -3%
- O=c1oc2cc(OCc3nn[nH]n3)ccc2c2c1CCCC2
  -9% | 278%[activator] | -1% | u | -11% | 3.1% | -25% | 10% | -6%
- CCc1nnc(NC(=O)C2CCCN2S(=O)(=O)c2ccc(C)cc2)s1 (stereo not given)
  -3% | -8% | 0% | -4% | -26% | 2.1% | 24% | 2% | 0%
- O=C(C[n+]1cc(-c2ccc(Cl)c(Cl)c2)n2c1CCC2)OCc1ccccc1
  -11% | -4% | -6% | 1% | 16% | 2.8% | -12% | 7% | 1%
- C[C@@H]1CCCCO[C@@H](CN(C)S(=O)(=O)c2ccc(F)cc2)[C@@H](C)CN([C@H](C)CO)C(=O)c2cc(NC(=O)c3ccccc3)ccc2O1
  -26% | x | -13% | x | u | x | x | 11% | -16%
- COc1cc(NC(=O)CS(=O)(=O)c2ccccc2)cc(OC)c1OC
  -6% | -7% | -3% | -14% | -1% | 0.8% | -8% | 5% | 0%
- CC(C)COCC(O)CC(Cc1ccccc1)C(=O)NN (stereo not given)
  -5% | 2%[57.1 µM] | 12% | 18%[57.1 µM] | 3% | 4.0% | 1% | -10% | -5%
- CC(=O)N/C(=C/c1ccc2c(c1)OCO2)C(=O)NCC(=O)O
  -12% | -2% | -11% | 7% | -2% | 1.1% | 23% | 0% | 2%
- O=C(COc1ccc(-n2cnnn2)cc1)NCCc1ccc(F)cc1
  -3% | -14% | -12% | -12% | 0% | 0.1% | -15% | 5% | 1%
- COc1ccccc1NC(=O)C1CCCCC1
  -7% | -8% | -1% | 3% | 33%[activator] | 1.8% | -14% | 9% | 0%
- CSc1ccc(/C=N/S(=O)(=O)c2ccccc2)cc1
  -25% | -1% | 7% | 17% | 13% | 9.4% | 3% | 2% | -1%
- O=C(Cc1ccc(-c2ccccc2)cc1)OCC(=O)N1CCCC1=O
  -7% | 7% | -1% | 18% | 0% | -2.0% | 5% | 6% | -7%
- Cc1ccc(-n2c(-c3ccccc3)n[nH]c2=S)c(C)c1
  -16% | 16% | -8% | -11% | u | 6.8% | u | 0% | 3%
- O=[N+]([O-])c1cccc(C(=S)N2CCN(c3ccccc3)CC2)c1
  -4% | 0% | 4% | 8% | -25% | 0.9% | -35% | 1% | 2%
- O=C(Nc1cc(S(=O)(=O)N2CCCC2)ccc1Cl)C1=COCCO1
  -15% | -1% | 4% | -4% | 0% | 0.7% | -1% | 18% | 1%
- O=C(Nc1ccc2c(c1)OCO2)Nc1ccccc1F
  -19% | 0% | -8% | 4% | 0% | -0.5% | 4% | -1% | 0%
- CNC(=O)COc1ncnc2sc(C)c(C)c12
  -15% | -16% | 0% | -114% | -8% | -0.6% | 1% | 2% | 1%
- CC(C)(C)c1cc2nc3c(c(=O)n2[nH]1)CN(Cc1ccccc1)C3=O
  -28% | 64%[activator] | 4% | 37%[activator] | -2% | -0.5% | 1% | 4% | 0%
- CCOc1cccc(NC(=O)C2CC(=O)N(C)C2)c1 (stereo not given)
  -2% | 8% | -8% | 7% | 17% | 0.2% | 16% | 2% | -1%
- Cc1ccccc1C(C)NC(=O)COC(=O)Cn1cc(C(F)(F)F)ccc1=O (stereo not given)
  -7% | -3% | 7% | -8% | 4% | -0.1% | -16% | 0% | 6%
- CC12CCC(C(=O)NCc3ccccn3)(OC1=O)C2(C)C (stereo not given)
  -2% | 6%[57.1 µM] | 4% | 4%[57.1 µM] | u | 0.2% | 29% | 1% | 2%
- O=S(=O)(CCCc1ccccc1)c1ncn[nH]1
  -8% | 8%[57.1 µM] | 2% | 16%[57.1 µM] | u | 0.3% | 16% | 2% | -1%
- Cc1ccc(SCCNC(=O)/C=C/c2ccccc2Cl)cc1
  -14% | -1% | -5% | 1% | -12% | -0.7% | -3% | 3% | 1%
- COc1ccccc1CNC(=O)c1cccc(S(=O)(=O)N(C)c2ccccc2)c1
  -4% | -6% | -5% | 8% | 208%[activator] | -0.3% | 11% | -3% | -8%

A second format for part of the listing above:
Molecule,USP1-UAF1 inh,TrxR1 substrate,Vif-A3F inh,TrxR1 inh,ALOX12 inh,RXFP1 agonist,RGS4 inhibitor,mIDH1 inhibitor,Vif-A3G inh
Cc1ccccc1C(C)NC(=O)COC(=O)Cn1cc(C(F)(F)F)ccc1=O (stereo not given),-7%,-3%,7%,-8%,4%,-0.1%,-16%,0%,6%
CC12CCC(C(=O)NCc3ccccn3)(OC1=O)C2(C)C (stereo not given),-2%,6%[57.1 µM],4%,4%[57.1 µM],u,0.2%,29%,1%,2%
